# IP6K1 inh: Primary qHTS assay for small molecule inhibitors of Inositol hexaphosphate kinase 1 (IP6K1); Inositol hexakisphosphate kinase 1 (Homo sapiens), Q92551; IP6K1 kinase, ADP-Glo luminescence, 2 h; stronger effect = lower value; activity change, % (series mostly up to about 58 µM); 140,000 tested, 0.81% active; in the data active means activity change below about -25%
#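 ADP-Glo luminescence measures ADP made by human IP6K1 during a 2 h RT reaction with ATP/IP6 (mix at 1.3 mM/130 uM); top library doses 57.5 and 19.1 uM final.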
# GPT2 inhibitor: Primary qHTS assay for inhibitors of Glutamate pyruvate transaminase 2 (GPT2); Alanine aminotransferase 2 (Homo sapiens), Q8TD30; Recombinant GPT2, coupled pyruvate oxidase/HRP Amplex Red fluorescence; Potency, µM (series often up to 57.7 µM), for the others: at the highest dose activity change, negative = inhibition, actives largely listed as inhibitors; 100,000 tested, 0.25% active; AID 1671188, 2021; further: potency means the concentration at half of the fitted maximal effect; nearly all actives have a fitted effect of over 60% in size; many of its hits are not listed in these tables
# Target sequence (Q8TD30 whole entry, looked up): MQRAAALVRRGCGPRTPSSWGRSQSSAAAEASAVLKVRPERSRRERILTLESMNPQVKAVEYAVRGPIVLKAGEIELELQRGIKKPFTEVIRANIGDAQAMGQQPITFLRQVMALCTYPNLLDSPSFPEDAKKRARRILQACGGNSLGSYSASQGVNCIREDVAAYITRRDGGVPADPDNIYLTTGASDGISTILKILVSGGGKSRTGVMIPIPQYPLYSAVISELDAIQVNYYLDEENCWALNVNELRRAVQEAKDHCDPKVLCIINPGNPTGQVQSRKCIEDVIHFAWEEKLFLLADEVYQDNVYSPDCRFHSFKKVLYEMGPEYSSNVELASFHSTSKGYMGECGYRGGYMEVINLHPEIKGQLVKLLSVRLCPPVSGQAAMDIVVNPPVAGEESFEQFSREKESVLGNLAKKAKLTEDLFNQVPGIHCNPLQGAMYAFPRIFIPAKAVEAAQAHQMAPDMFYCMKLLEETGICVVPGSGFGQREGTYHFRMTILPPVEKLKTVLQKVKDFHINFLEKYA
#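 GPT2 10ng/uL, a-KG 250uM, L-Ala 2mM, HEPES pH7.5 + 0.0001% Tween; 30 min RT. Then Amplex mix (PO/HRP/ThPP), 30 min RT dark, fluorescence. AOA 50uM used as positive control.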
# SNCA expr inh: Primary qHTS assay for inhibitors of alpha-synuclein gene (SNCA) expression | HEK-293 SNCA-luciferase knock-in, luminescence, 24 h | AID 1671194, 2021 | Potency, µM (titrated, usually from 57.2 µM), without a hit: top-dose activity change, negative = inhibition, actives largely listed as inhibitors | 140,000 tested, 0.17% active;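 further: potency means the concentration at half of the fitted maximal effect; plate controls were DMSO cells for no effect and cell-free wells for full effect; nearly all actives have a fitted effect of over 45% in size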
# 3T3 cytotox: Cytotoxic Profiling in NIH 3T3 Cell Line of Diverse Libraries Using Quantitative High-Throughput Screening; 94,000 tested, 4.3% active; NIH 3T3 viability, CellTiter-Glo ATP luminescence, 48-72 h; AID 1345082, 2018; Potency, µM (doses to about 96.7 µM), without a hit: at the top dose activity change, negative = cytotoxicity, actives largely listed as inhibitors; further: potency means the concentration at half of the fitted maximal effect; nearly all actives have a fitted effect of over 55% in size
#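 First NIH 3T3 cells are plated at 400 cells/well; next compound is pinned in; then plates incubate 48 or 72 hr at 37 °C; finally CellTiter-Glo is added and luminescence read after 10 min.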
# HEK cytotox: Cytotoxic Profiling in HEK 293 Cell Line of Diverse Libraries Using Quantitative High-Throughput Screening; HEK 293 viability, ATP luminescence (CellTiter-Glo), 48-72 h; Potency, µM (titrated, usually from 115 µM), for the others: at the highest dose activity change, negative = cytotoxicity, most hits filed as inhibitors; AID 1345083, 2018; 94,000 tested, 6.6% active; further: potency means the concentration at half of the fitted maximal effect; nearly all actives have a fitted effect of over 60% in size
#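 CellTiter-Glo luminescence (cellular ATP) was read after 48 or 72 hr of compound exposure at 37 degree Celsius. Cells were HEK 293 plated at 250 cells/well.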
# HEK293 viab: GF-AFC viability counterscreen for inhibitors of alpha-synuclein gene (SNCA) expression; AID 1671193, 2021; Potency, µM (titrated, usually from 57.1 µM), without a hit: top-dose activity change, negative = cytotoxicity, usual class: cytotoxic; 150,000 tested, 0.12% active; HEK-293-SNCA-luc viability, GF-AFC fluorescence, 24 h;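 further: potency means the concentration at half of the fitted maximal effect; 0% = DMSO-treated cells and -100% = medium-only wells without cells; nearly all actives have a fitted effect of over 30% in size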
#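 HEK-293-SNCA-luc cells (1500/well) plated 24 h, then exposed 24 h to a dilution series; GF-AFC added 30 min at 37C, fluorescence 405/540 nm; normalised to medium-only and DMSO wells, Hill fit.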
# Luciferase inh: Firefly luciferase inhibition profiling of diverse chemical library using quantitative high-throughput screening. 76,000 tested, 2.5% active. Potency, µM (series often up to 115 µM), inactives show at the highest dose activity change, negative = inhibition, usual class: inhibitors. Luciferin 4-monooxygenase (Photinus pyralis), P08659. purified P. pyralis luciferase, luminescence, biochemical; further: potency means the concentration at half of the fitted maximal effect; nearly all actives have a fitted effect of over 65% in size
# Target sequence (P08659 whole entry, looked up): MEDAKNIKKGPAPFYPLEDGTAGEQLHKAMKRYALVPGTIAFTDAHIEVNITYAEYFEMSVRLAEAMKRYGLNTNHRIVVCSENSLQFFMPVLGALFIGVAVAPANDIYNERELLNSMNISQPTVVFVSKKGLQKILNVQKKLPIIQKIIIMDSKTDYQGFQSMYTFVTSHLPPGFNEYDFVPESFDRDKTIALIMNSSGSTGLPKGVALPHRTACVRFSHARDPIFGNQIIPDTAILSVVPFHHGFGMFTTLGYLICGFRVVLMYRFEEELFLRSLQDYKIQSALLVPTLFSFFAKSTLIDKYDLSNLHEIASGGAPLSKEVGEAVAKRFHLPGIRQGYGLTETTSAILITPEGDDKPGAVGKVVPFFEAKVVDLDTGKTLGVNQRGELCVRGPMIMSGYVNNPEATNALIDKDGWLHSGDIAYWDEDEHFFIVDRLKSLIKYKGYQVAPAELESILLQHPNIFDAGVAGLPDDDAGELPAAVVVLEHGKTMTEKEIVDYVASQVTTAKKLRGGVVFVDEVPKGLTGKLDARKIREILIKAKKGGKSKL
#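 FLuc 10nM, D-luciferin 10uM, ATP 10uM, Mg acetate 10mM, Tris acetate pH 7.5, Tween/BSA; cpd qHTS; enzyme added last; CCD luminescence.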
# An asterisk follows results filed as active; i = inactive; ? = inconclusive; . = no result given; [ ] = dose if it differs, or a comment. Unless noted, the call rests on the fitted dose curve; in most records, active means well fitted curve in the direction sought with a large enough effect; inconclusive means small, poorly fitted or top-dose-only effect, or another doubt; inactive means no such curve, though single readings can be large; an effect the other way counts as inactive or inconclusive. Unless noted, on the % scale 0 is the no-effect control and ±100 the full control effect. A portion of the library; rates above refer to the full screens.
1: Cc1cccc(NC(=O)CSc2nc3c([nH]c4ccccc43)c(=O)n2C)c1C
2: COCCC(=O)N1CCC2(CC1)NCCc1c2[nH]c2ccccc12
3: CCOc1ccc(-n2cc(-c3ccccc3)c3c(NCc4ccccc4)ncnc32)cc1
4: OC(CCc1ccccc1)C1CCN(Cc2nc(-c3ccccn3)no2)CC1 (centres undefined)
5: CC(CNC(=O)c1noc(-c2ccc(F)cc2)n1)c1ccccc1 (centres undefined)
6: O=C1CC(c2ccccc2)N(C(=O)CNC(=O)CN2CCCCCC2)CCCCCN1 (centres undefined)
screen / no.,1,2,3,4,5,6
3T3 cytotox,.,-17.6%,.,-29.0%,?,-7.0%
IP6K1 inh,12.9,24.7,0.9,-0.6,-3.2,0.9
SNCA expr inh,5.3%,1.2%,-7.5%,-7.1%,-8.6%,-11.0%
Luciferase inh,.,0.6%,.,0.0%,-8.6%,-8.0%
GPT2 inhibitor,.,-7.5%,.,i,4.5%,-3.5%
HEK293 viab,-8.6%,-0.5%[12.5 µM],7.7%,-7.2%,-3.1%,-11.3%
HEK cytotox,.,?,.,-13.5%,?,-16.6%

7: CCOc1ccccc1Nc1nc2ccccc2c2nncn12
8: Cc1cc(C(=O)NCc2cccs2)c2c(C3CCNC3)noc2n1 (centres undefined)
9: O=C(NCC1Cn2cccc2CN1Cc1cccnc1)Nc1ccccc1 (centres undefined)
10: COCc1ccc2c(c1)c(OC(C)(C)C(=O)NCc1cnccn1)nn2Cc1cccc(OC)c1
11: O=C(NCCC1CCN(C(=O)Nc2ccc(F)cc2F)CC1)c1ccco1
12: CC(C)CC(=O)N1C[C@@H]2CCCN3CCC[C@@H]([C@H]23)[C@H]1CCCC(=O)NCC1CC1
screen / no.,7,8,9,10,11,12
3T3 cytotox,.,-8.2%,-8.0%,?,i,i
IP6K1 inh,0.9,9.9,4.9,-3.3,-8.3,1.6
SNCA expr inh,-2.9%,-8.3%,17.5%,-16.2%,25.1%,8.4%
Luciferase inh,.,.,10.4%,-2.2%,-3.1%,-5.9%
GPT2 inhibitor,.,i,0.9%,0.5%,-0.1%,-10.5%
HEK293 viab,-16.3%,5.1%,-3.9%,-17.7%,18.4%,1.4%
HEK cytotox,.,-14.1%,-7.0%,?,-3.4%,2.0%

13: O=C(O)[C@H](Cn1ccc(=O)[nH]c1=O)NC1CCC1
14: COc1ccc(N2CCN(C(=O)c3cn(C4CCCCC4)c(=O)c4c3c3ccccc3n4C)CC2)cc1
15: CCOC(=O)CC(NC(=O)Cn1nnc(-c2ccccc2C)n1)c1ccc(OC)cc1 (centres undefined)
16: O=C(c1ccc2c(c1)N(Cc1cccc(Cl)c1)C(=O)c1ccccc1S2)N1CCOCC1
17: O=C(c1cccc(Cl)c1)N1CCCN(c2ccc3nnc(-c4ccccc4)n3n2)CC1
18: Oc1ccccc1CN1CCOC[C@H]1c1ncc(-c2cccc(Cl)c2)[nH]1
screen / no.,13,14,15,16,17,18
3T3 cytotox,i,.,.,.,?,?
IP6K1 inh,-3.8,-10.0,5.8,5.4,-0.4,-8.8
SNCA expr inh,-23.0%[87.6 µM],-15.2%,-1.9%,6.7%,.,-26.0%[87.6 µM]
Luciferase inh,0.2%[230 µM],.,.,.,.,12.5%[172 µM]
GPT2 inhibitor,i,.,.,.,.,-4.0%[88.5 µM]
HEK293 viab,-9.8%[87.6 µM],?,-2.6%,-1.6%,.,1.1%[87.6 µM]
HEK cytotox,4.7%[230 µM],.,.,.,?,89.1µM*

19: Cc1ccc(NC(=O)Cn2c(=O)n(CCCCC(=O)NCCc3ccccc3)c(=O)c3ccccc32)cc1
20: COc1ccc(Cl)cc1NC(=O)c1oc2ccc(S(=O)(=O)N3CCCCC3)cc2c1C
21: CCS[C@H]1CCN2C(=O)c3cc(-c4ccccc4F)ccc3NC(=O)[C@H]12
22: CNC(=O)[C@@H]1CN(C(=O)Cc2ccc(OC)c(OC)c2)C[C@H]1COC
23: Cc1ccc(OCCSc2nc3ccc(NC(=O)c4ccco4)cc3s2)cc1
24: CN1C(=O)C2(CCN(CC3CCCCC3)C2)c2ccccc21 (centres undefined)
screen / no.,19,20,21,22,23,24
3T3 cytotox,.,.,?,-14.4%,.,?
IP6K1 inh,-2.4,1.6,12.1,16.8,2.3,-7.5
SNCA expr inh,-5.5%,-1.6%,-3.1%[87.6 µM],-1.7%,-5.0%,52.3%[activator][87.6 µM]
Luciferase inh,.,.,7.3%[172 µM],-4.8%,.,-9.7%[172 µM]
GPT2 inhibitor,.,.,0.5%[88.5 µM],i,.,0.4%[88.5 µM]
HEK293 viab,1.1%,-14.3%,-9.3%[87.6 µM],5.5%,-9.8%,?
HEK cytotox,.,.,89.1µM*,-0.1%,.,?

25: O=C(N1CCOCC1)N1CCCN(c2ccc3nnc(-c4ccccc4)n3n2)CC1
26: CCc1cccc(NS(=O)(=O)c2ccc3c(c2)n(C)c(=O)c(=O)n3C)c1
27: CCOCCNC(=O)c1cc(-c2ccccc2F)nc2c1cnn2C
28: Cc1ccsc1CN1CCc2nc(N(C)Cc3cccnc3)[nH]c(=O)c2CC1
29: CCOC(=O)N1CCN(Cc2nc3cc(NC(=O)c4ccc(F)cc4)ccc3n2C(C)C)CC1
30: Cc1c(Cl)ccc2sc(NC(=O)c3ccc(S(=O)(=O)N4CCCC4)cc3)nc12
screen / no.,25,26,27,28,29,30
3T3 cytotox,-18.2%,.,?,-26.7%,.,.
IP6K1 inh,9.3,58.8,0.6,7.1,-11.4,-11.4
SNCA expr inh,.,?,.,7.5%,6.4%,-15.8%
Luciferase inh,.,.,.,12.0%,.,.
GPT2 inhibitor,.,.,.,i,.,.
HEK293 viab,.,-6.4%,.,-10.8%,-12.9%,-0.2%
HEK cytotox,-22.2%,.,-13.9%[172 µM],?,.,.

31: CN1CCN(Cc2nc(C3(O)CCN(C(=O)Cc4ccccc4)CC3)cs2)CC1
32: COc1ccc([C@H]2C[C@@H](O)[C@@H](O)[C@@H]2NC(=O)c2ccc(C(F)(F)F)cc2)cc1
33: COC[C@@H]1CN(Cc2ccc(C#N)cc2)C[C@H]1C(=O)NC1CC1
34: COc1ccc(N2CCN(C(=O)CC3CCCCN(Cc4ccccc4)C3=O)CC2)cc1 (centres undefined)
35: COc1ccc(C2CC(=O)c3cnc4c(-c5ccccc5)c(C)nn4c3C2)c(OC)c1 (centres undefined)
36: O=C(C1COc2ccccc2O1)N(Cc1cccnc1)c1nc2ccc(F)cc2s1 (centres undefined)
screen / no.,31,32,33,34,35,36
3T3 cytotox,-13.7%[174 µM],-41.0%[174 µM],-15.7%,?,.,.
IP6K1 inh,7.8,-8.8,-0.5,-3.9,4.1,-16.9
SNCA expr inh,-16.3%[87.6 µM],-1.9%[87.6 µM],4.9%,-14.5%,-24.2%,290.4%[activator]
Luciferase inh,-14.9%[172 µM],-8.0%[172 µM],1.2%,.,.,.
GPT2 inhibitor,-13.8%[88.5 µM],i,i,?,.,.
HEK293 viab,5.6%[87.6 µM],3.4%[87.6 µM],1.2%,-9.5%,7.2%,-4.3%
HEK cytotox,-3.6%[172 µM],?,-22.1%,?,.,.

37: Cc1ccc(C(=O)CCC(=O)Nc2ccc(C)cc2C)cc1
38: COc1ccc(NC(=O)CN2C(=O)CCc3cc(S(=O)(=O)N4CCOCC4)ccc32)cc1Cl
39: CN(C)c1ccc(CNS(=O)(=O)c2csc(C(N)=O)c2)cc1
40: CCNC(=O)N1CCC2(CC1)N(C)C(=O)CS2=O (centres undefined)
41: O=C(NC1CCN(Cc2ccc(-c3ccsc3)cc2)C1)c1ccccc1F (centres undefined)
42: Cc1cn2c(=O)cc(COC(=O)C(C)Oc3ccccc3)nc2s1 (centres undefined)
screen / no.,37,38,39,40,41,42
3T3 cytotox,.,.,.,i,?,.
IP6K1 inh,-9.3,7.8,-9.5,-7.8,8.3,-3.6
SNCA expr inh,23.4%,1.5%,23.2%,-17.4%,-5.7%,-8.8%
Luciferase inh,.,.,.,2.0%,.,.
GPT2 inhibitor,.,.,.,-1.5%,-2.4%,.
HEK293 viab,-1.0%,0.3%,6.9%,7.5%,3.8%,-0.3%
HEK cytotox,.,.,.,i,?,.

# Quoted from above, compounds 37 to 40
37: Cc1ccc(C(=O)CCC(=O)Nc2ccc(C)cc2C)cc1
38: COc1ccc(NC(=O)CN2C(=O)CCc3cc(S(=O)(=O)N4CCOCC4)ccc32)cc1Cl
39: CN(C)c1ccc(CNS(=O)(=O)c2csc(C(N)=O)c2)cc1
40: CCNC(=O)N1CCC2(CC1)N(C)C(=O)CS2=O (centres undefined)
screen / no.,37,38,39,40
3T3 cytotox,.,.,.,i
IP6K1 inh,-9.3,7.8,-9.5,-7.8
SNCA expr inh,23.4%,1.5%,23.2%,-17.4%
Luciferase inh,.,.,.,2.0%
GPT2 inhibitor,.,.,.,-1.5%
HEK293 viab,-1.0%,0.3%,6.9%,7.5%
HEK cytotox,.,.,.,i

# Other compounds follow.
43: CC1(C)C[C@H](NC(=O)c2ccccc2)[C@@]2(CCC(=O)NC3CC3)CC[C@](C)(O)C[C@@H]12
44: CCn1ccc(C(=O)N2CCC3(CCCCO3)CC2)n1
45: Cc1ccc(CNC(=O)c2noc(-c3ccc4c(c3)OCO4)n2)cc1
46: CC1(c2noc(C3CC3)n2)CCN(C(=O)CCc2nc3ccc(Cl)cc3[nH]2)CC1
47: O=C1CC(NS(=O)(=O)N2CCCC2)CN1CCc1ccccc1 (centres undefined)
48: C[C@@H](NC(=O)c1ccc2c(c1)OCO2)c1onc(-c2ccc(Cl)cc2)c1C(=O)O
49: CC[C@H]1CN(C(=O)NC2CCCCC2)CC[C@H]1CC(=O)NCc1ccco1
screen / no.,43,44,45,46,47,48,49
3T3 cytotox,-7.4%[138 µM],-0.2%,-17.7%,-23.1%,i,?,-15.9%[174 µM]
IP6K1 inh,2.6,14.1,4.6,8.6,8.4,-9.7,-9.6
SNCA expr inh,13.7%[87.6 µM],15.2%,37.1%[activator],-27.6%,-7.5%,6.5%[87.6 µM],4.6%[87.6 µM]
Luciferase inh,-4.9%[172 µM],-1.5%,?,-2.0%,-7.7%,-9.0%[172 µM],3.4%[172 µM]
GPT2 inhibitor,0.8%[88.5 µM],-3.4%,i,i,i,-14.5%[88.5 µM],i
HEK293 viab,-3.4%[87.6 µM],-9.5%,12.0%,0.9%,4.1%,-13.2%[87.6 µM],-0.8%[87.6 µM]
HEK cytotox,-3.0%[172 µM],1.3%,?,?,3.0%,i,-19.9%[172 µM]

# Bioassay records as filed in PubChem.
